# From PubChem
# CHT PAM – allosterically activates the human high affinity choline transporter; actives 0.49% (n = 310,000); CHT-expressing cells, membrane potential dye, choline EC20; hits give high values; LV-AA mutant CHT in HEK293 cells; AID 488977; B-score at 10 µM;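 active means initial fluorescence not abnormally high and integrated response B-score, plate-corrected, over 3 SD above library mean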
# Target sequence (Q9GZV3 whole entry, looked up): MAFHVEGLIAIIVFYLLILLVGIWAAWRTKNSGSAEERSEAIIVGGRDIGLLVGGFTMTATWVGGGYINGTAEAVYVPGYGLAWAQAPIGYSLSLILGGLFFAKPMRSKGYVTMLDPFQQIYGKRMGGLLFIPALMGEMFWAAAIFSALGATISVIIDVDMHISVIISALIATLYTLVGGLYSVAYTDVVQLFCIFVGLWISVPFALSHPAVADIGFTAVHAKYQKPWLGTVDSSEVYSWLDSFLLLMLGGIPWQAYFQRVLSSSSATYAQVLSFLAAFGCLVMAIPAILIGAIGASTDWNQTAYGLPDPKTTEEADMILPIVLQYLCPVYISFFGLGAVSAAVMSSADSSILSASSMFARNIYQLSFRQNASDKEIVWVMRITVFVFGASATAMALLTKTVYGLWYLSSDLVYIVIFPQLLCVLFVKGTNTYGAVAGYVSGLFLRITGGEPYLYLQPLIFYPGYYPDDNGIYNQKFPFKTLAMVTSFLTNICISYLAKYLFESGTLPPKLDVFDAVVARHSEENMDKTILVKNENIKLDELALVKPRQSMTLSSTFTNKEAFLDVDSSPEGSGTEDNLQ
# OX1R antag – human HCRTR1 antagonism; O43613; CHO/OX1R cells, Fluo-8 calcium fluorescence, orexin A; inhibition, % at 5 µM; actives 0.43% (n = 330,000); AID 434989;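 active means inhibition above its plate's threshold, mean inhibition of all tested compounds on the plate plus 3 SD, cut at about 37% in these data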;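 further: 0% = orexin A challenge wells and 100% = SB-334867-A antagonist wells; not every result past the cut was called active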
# Target sequence (O43613 whole entry, looked up): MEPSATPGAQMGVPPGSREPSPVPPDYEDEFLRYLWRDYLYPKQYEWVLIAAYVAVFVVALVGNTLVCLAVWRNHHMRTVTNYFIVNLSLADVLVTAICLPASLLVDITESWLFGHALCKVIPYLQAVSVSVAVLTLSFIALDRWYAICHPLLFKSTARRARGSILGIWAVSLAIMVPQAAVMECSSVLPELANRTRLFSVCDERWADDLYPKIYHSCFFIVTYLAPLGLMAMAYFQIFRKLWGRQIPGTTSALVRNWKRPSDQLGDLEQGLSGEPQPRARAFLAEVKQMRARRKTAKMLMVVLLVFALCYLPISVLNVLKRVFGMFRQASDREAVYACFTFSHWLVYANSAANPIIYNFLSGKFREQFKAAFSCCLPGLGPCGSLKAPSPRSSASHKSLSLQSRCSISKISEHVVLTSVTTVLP
# Starred values were filed as active, the others as inactive; i = inactive; . = no result given. The order is random. About 0.83% of those tested had a hit in this group.
SMILES,CHT PAM,OX1R antag
COc1cccc(NC(=S)N2CCCC2c2ccc(OC)c(OC)c2)c1 (configuration not stated),i,-24.3
Cc1ccc(C(=O)NCc2ccc(F)cc2)s1,i,-13.7
CCOc1cc(N2CCOCC2)c(OCC)cc1NC(=O)COC(=O)CCOc1cc(C)ccc1C,i,-26.5
Cc1ccc(Cl)cc1NS(=O)(=O)Cc1ccccc1,i,-7.9
CCOc1ccc(-c2nnc(NC(=O)C3CCCC3)o2)cc1,i,-18.8
Cc1ccc(NC(=O)c2cc(N3C(=O)C=CC3=O)ccc2N2CCOCC2)cc1Cl,i,25.5
CC(=O)N1CCN(C(=O)CCc2nc3ccccc3c(=O)[nH]2)CC1,i,-3.8
COCCNC(=O)c1onc(CSc2ccccc2F)c1C(=O)O,i,-11.1
COC(=O)Nc1ncc(CN2CCc3ccccc3C2)s1,i,-22.7
CCC(C)NC(=O)COC(=O)c1ccccc1OCC(=O)Nc1ccc(Br)cc1 (configuration not stated),i,-17.0
CC12CC3CC(C)(C1)CC(C(=O)Nc1nncs1)(C3)C2,i,-9.1
COc1cccc(/C=C/C(=O)NNC(=O)c2ccco2)c1OC,.,-13.9
Cc1ccc(N2C(=O)NC(NC(=O)C3CC3)(C(F)(F)F)C2=O)cc1 (configuration not stated),i,-2.4
O=C(C[n+]1cccc(Br)c1)c1cccs1,i,-13.9
Cc1cc(-c2ccccc2C(=O)O)on1,i,-9.8
CCOCCOC(=O)CCSc1n[nH]c(=O)[nH]c1=O,i,-7.3
CCC(C)N(C(=O)CSc1nc(C)nc2ccccc12)C1CCS(=O)(=O)C1 (configuration not stated),.,-15.4
Cc1cc2cc(CNC(=O)c3ccc(Br)o3)ccc2n1C,i,-25.3
Cc1ccc(Cl)cc1N1CCN(C(=O)C2(S(=O)(=O)c3ccc(Cl)cc3)CC2)CC1,i,-27.3
Cc1ccc2c(c1)-c1c(cnn1CC(=O)Nc1ccccc1N1CCN(C)CC1)CO2,i,-23.0
COC(=O)C1=C(C)NC(=O)NC1c1ccc(-c2ccc(Cl)cc2)o1 (configuration not stated),i,-33.2
COc1ccc(CNC(=O)c2ccc(C(C)(C)C)cc2)cc1,i,-15.5
COc1ccc(NC(=O)N2CCN(S(C)(=O)=O)CC2)cc1OC,i,-12.4
CC(=O)N1CC2(NC(=O)c3ccccc3N2)c2ccccc21 (configuration not stated),i,-0.9
COC(=O)c1sc(-c2ccccc2)cc1NC(=O)c1ccc(OC)cc1,i,3.5

# Part of the list above in a different format:
# Under each structure: CHT PAM	OX1R antag
CCC(C)N(C(=O)CSc1nc(C)nc2ccccc12)C1CCS(=O)(=O)C1 (configuration not stated)
 : .	-15.4
CC(=O)N1CCN(C(=O)CCc2nc3ccccc3c(=O)[nH]2)CC1
 : i	-3.8

# (further entries)
SMILES,CHT PAM,OX1R antag
CCn1c(=O)n(CC(=O)Nc2cccc(OC)c2)c(=O)c2ccccc21,i,-19.2
NS(=O)(=O)c1ccc(CCNC(=O)C2CCCO2)cc1 (configuration not stated),i,.
COc1ccc(/C=N/NC(=O)c2cccc(Br)c2)cc1Cn1cc(Cl)cn1,i,-24.3
Cc1nccn1CC(=O)N/N=C/c1cc(Br)cs1,i,-0.8
Cc1ccc(/C=C(\NC(=O)c2ccccc2)C(=O)NC2CCN(Cc3ccccc3)CC2)o1,i,-13.5
CCOC(=O)c1cnn(C)c1NC(=O)c1ccc([N+](=O)[O-])cc1,i,-20.0
CCCCCCCCCC(=O)OCC(O)CO (configuration not stated),i,-1.9
C=CCn1c(SCc2ccc(C(=O)Nc3nccs3)cc2)nnc1-c1ccc(C)c(Cl)c1,i,70.5*
CCc1c(C(=O)Nc2ccncc2)csc1C,i,1.9
Nc1c(C=C2C=CC(=O)C=C2)c(=O)nc2sc(CC(=O)N3CCCCC3)nn12,i,6.3
CCCCc1ccc(NC(=S)NCCc2ccc(F)cc2)cc1,i,-10.5
O=C(CSc1nnc(NC(=O)c2ccccc2)s1)NC1CCCC1,i,-1.3
COc1ccc(S(=O)(=O)N(C)c2ccc(C(=O)N3CCCCC3)cc2)cc1,i,-7.2
COc1ccc(OCCNS(=O)(=O)Cc2ccccc2)cc1,i,-9.6
CCC(C)c1cc(S(=O)(=O)N2CCOCC2)ccc1OC (configuration not stated),i,-15.2
Cn1ncc(N2CCN(S(=O)(=O)c3ccc(Br)cc3)CC2)c(Cl)c1=O,i,3.9
CC(c1ccccc1)N1C(=O)C2C3C=CC(C4CC34)C2C1=O (configuration not stated),i,-18.8
Cc1cc(-c2ccccc2)nc2cc(C(=O)N(Cc3ccccc3)Cc3ccccc3)nn12,i,-26.8
Nc1nnc(SCC(=O)N2CCN(Cc3ccccc3)CC2)s1,i,-13.9
CCCNC(=O)CN1CCN(c2cc3ccccc3c(Cl)n2)CC1,i,-6.2
CC1CN(c2nnnn2-c2ccccc2)CC(C)O1 (configuration not stated),i,-1.2
CCN(C(=O)COC(=O)c1ccc(Cl)cc1N)C1CCCCC1,i,-13.6
O=C1CC(c2cccs2)Sc2nc3ccccc3n21 (configuration not stated),i,-15.6
Cc1nc(-c2cccc3ccccc23)ccc1C(=O)O,i,-5.1
C=CCC[C@@H](Cc1ccc(F)cc1)C(=O)OC[C@@H](C)NC(=O)[C@@H](CC=C)CC(=O)N[C@H](CO)Cc1ccccc1,.,17.6

# With a hit mark in OX1R antag, among the entries above:
SMILES | OX1R antag
C=CCn1c(SCc2ccc(C(=O)Nc3nccs3)cc2)nnc1-c1ccc(C)c(Cl)c1 | 70.5*

# New compounds follow.
SMILES,CHT PAM,OX1R antag
CCCCCc1c(C)nc(N2CCN(Cc3ccc4c(c3)OCO4)CC2)[nH]c1=O,i,-17.1
O=C(Nc1ccc(NC(=O)c2ccc(Cl)cc2Cl)cc1)c1cccs1,i,-14.8
COc1cccc(N2CCN(c3ncccn3)CC2)c1,i,-14.0
COC(=O)c1ccc(C(=O)OC)c(NC(=O)COC(=O)CC2CC3CCC2C3)c1 (configuration not stated),i,-13.8
COc1cc(NS(=O)(=O)c2ccc(NC(=O)c3cccnc3)cc2)ncn1,i,-5.7
COc1ccc2c(c1)c(=O)c(C(=O)O)c(-c1ccc3c(c1)OCO3)n2C,i,-7.9
CC(=O)c1ccc(OCC(O)CN2CCN(S(=O)(=O)c3cccc(Br)c3)CC2)cc1 (configuration not stated),i,-3.4
COc1ccc(/C=N/n2c(C)nnc2C)c(OC)c1OC,i,-12.9
O=C(Nc1nccs1)c1ccc(-c2ccccc2Cl)o1,i,8.3
O=C(Nc1cccc(Br)c1)c1ccn[nH]1,i,-13.4
Cc1ccc(C)c(S(=O)(=O)N2CCCOC2CNC(=O)C(=O)NC2CCCCC2)c1 (configuration not stated),i,-26.3
C(=N\Nc1nc(N2CCOCC2)nc(N2CCOCC2)n1)/c1cccnc1,i,-0.6
O=C(NCCCN1CCCC1=O)C(=O)NCC1OCCCN1S(=O)(=O)c1cc(F)ccc1F (configuration not stated),i,-1.4
Cc1cccc(C(=O)NC(=S)N2CCN(c3ccc([N+](=O)[O-])cc3)CC2)c1,i,-13.7
Cc1ccc(S(=O)(=O)Nc2cccc(Cl)c2)cc1NC(=O)C1CC1,.,8.6
COc1ccc(/C(O)=C2/C(=O)C(=O)N(c3ncccn3)C2c2ccc(C(C)(C)C)cc2)cc1 (configuration not stated),i,-4.5
C=C(C)COc1ccc(-c2ncncc2-c2ccc(OC)cc2)c(O)c1,i,-10.8
CC1(C)CC(=O)C2=C(C1)OC(N)=C(C#N)C2c1ccsc1 (configuration not stated),i,-24.3
O=C(CCSc1ccccc1)Nc1nc2c(s1)CCCC2,i,-30.1
COC(=O)CCC(=O)OC1(C)C(=O)C=C2C=C(C3CC3)N(C3CC3)C=C2C1=O (configuration not stated),i,2.3
CCc1ccc(S(=O)(=O)Nc2c(C)nn(C)c2C)cc1,i,-0.8
CC(C)(C)C(=O)Nc1nnc(-c2ccccc2)c(-c2ccccc2)n1,i,-12.9
O=C(c1ccco1)N1CCN(c2cc(C(F)(F)F)nc3ncnn23)CC1,i,-7.5
COc1ccccc1OCCNC(=O)C(CCSC)NC(=O)COc1ccccc1 (configuration not stated),.,-13.6
CC(C)NC(=O)COC(=O)c1cc(F)c(F)cc1Cl,i,-0.3
SMILES,CHT PAM,OX1R antag
O=C(Nc1ccc(NC(=S)NC(=O)c2cccs2)cc1)c1ccccc1,i,-22.7
C=C1c2cccc(OC)c2O[C@H](C(=O)OCC)[C@@H]1CC(CC)CCCC (some centres not stated),.,-23.9
O=C(c1ccco1)N1CCN(C(=O)C2Cc3ccccc3CN2S(=O)(=O)c2ccc(F)cc2)CC1 (configuration not stated),i,-16.9
CCOCCc1nnc(NC(=O)CN2C(=O)c3ccccc3C2=O)s1,i,-6.0
CCC(Oc1ccccc1)C(=O)O/N=C(\N)c1ccc(OC)c(OC)c1 (configuration not stated),i,-19.5
C/C(=N\NC(=O)c1cc(C(C)(C)C)[nH]n1)C12CC3CC(CC(C3)C1)C2,i,-5.6
CCOC(=O)C1(Cc2cccc(F)c2)CCN(C(=O)c2ccoc2C)CC1,i,-27.7
COc1ccc(N2CCN(C(=O)c3cc4c(-c5cccc(OC)c5)nn(C)c4s3)CC2)cc1,i,-17.6
COc1ccccc1/C=C/C(=O)NC(=S)N(C)C1CCCCC1,i,-6.4
O=C(Oc1ccc2c3c(c(=O)oc2c1)CCC3)c1ccco1,i,-16.1
CS(=O)(=O)N(CC(=O)N1CCc2ccccc2C1)c1cccc(Br)c1,i,-24.9
COc1cc(NC(=O)c2ccc(Cl)cc2)c(OC)cc1NC(=O)CN1CCOCC1,i,-14.3
CCCc1ccc(S(=O)(=O)NCc2nnc(SC)n2C)cc1,i,-16.5
O=C(O)CCc1ccc(S(=O)(=O)Nc2ccccc2N2CCCCC2)cc1,.,-0.2
COc1ccccc1N1CCN(CC(=O)Nc2sccc2C#N)CC1,i,-27.9
OC1(c2ccccc2F)CCN(Cc2nnnn2CCc2ccccc2)CC1,i,10.0
COc1ccccc1NS(=O)(=O)c1ccc2oc(=O)ccc2c1,i,-18.2
S=C(Nc1ccccc1)Nc1ccc(Cl)cc1Cl,i,8.6
Cc1ccc(-c2csc(/C(C#N)=C/Nc3ccccc3SC(F)(F)F)n2)c(C)c1,i,1.2
O=C(COc1ccc2oc(-c3ccccc3)cc(=O)c2c1)Nc1ccccc1,i,-11.6
O=c1c2c3c(sc2ncn1/N=C/c1ccccc1)CCCC3,i,-24.1
COc1cc(/C=C2\SC(=O)NC2=O)ccc1Oc1ccc([N+](=O)[O-])cn1,i,-9.3
O=C(O)CC(C(=O)NC1CCCCC1)C1CCCO1 (configuration not stated),i,1.2
COc1ccc(C2=Nn3c(nnc3-c3ccccc3F)SC2)cc1OC1CCCC1,.,32.3
Cc1nc(N2CCOCC2)sc1C(=O)NN,i,-18.9
SMILES,CHT PAM,OX1R antag
CCCCNC(=O)C1CCCN(S(=O)(=O)CC)C1 (configuration not stated),i,-7.8
O=C(Cc1ccccc1)NNC1=NS(=O)(=O)c2ccccc21,i,-8.0
CN(Cc1ccccc1)C(=O)c1oc(=O)c2ccccc2c1-c1ccccc1,i,-34.4
COc1ccc(C(=O)OCC(=O)N2CCCC2=O)c(OC)c1,i,-0.9
N#C/C(=C\c1cc2c(cc1Br)OCO2)C(=O)NCC1CCCO1 (configuration not stated),i,-12.8
CCOC(=O)CCC(NC(=O)c1ccc(NCN2C(=O)CCC2=O)cc1)C(=O)OCC (configuration not stated),i,-6.8
Cc1nc2ccc(N3C(=O)CCC3=O)cc2[nH]1,i,-13.9
Cc1cccc(CN2CCN(c3ccccn3)CC2)c1,i,-3.1
Cc1cccc(S(=O)(=O)N2CN(Cc3ccco3)c3nc4ccccc4nc32)c1,i,-24.4
Cc1ccnc(SCCn2c(N3CCC(C)CC3)nc3c2c(=O)n(C)c(=O)n3C)n1,i,-12.1
CCCCCCN1C(=O)C(O)=C(C(C)=O)C1c1ccc(Cl)cc1 (configuration not stated),i,-10.6
CC[C@](C)(O)c1cc2ccccc2c(=O)o1,.,0.8
O=C(c1ccccc1)N1CCN(C(=O)c2ccc(OC(F)(F)F)cc2)CC1,i,19.0
O=C(Nc1ccc(Cl)cc1)Nc1cccc(C(=O)O)c1,i,13.5
Cc1cc(C(=O)COC(=O)C(C)NC(N)=O)c(C)n1Cc1ccco1 (configuration not stated),i,-10.7
CCN(CC(=O)Nc1ccc(NC(C)=O)cc1)C(=O)c1cc(-c2ccccc2)nn1-c1ccccc1,i,-35.9
COc1cccc(-c2cc(C(F)(F)F)n3ncc(S(=O)(=O)c4ccccc4)c3n2)c1,i,-8.8
O=C(Nc1nc2ccccc2n1CCN1CCCCC1)c1ccco1,8.06*,-23.1
Nn1c(SCC(=O)Nc2ccc3c(c2)OCO3)nnc1C1CC1,i,-2.7
Cc1cc(C)nc(Nc2nc3ccccc3[nH]2)n1,i,-28.6
CN1CCN(c2oc(/C=C/c3ccccc3)nc2C#N)CC1,i,-21.2
CSc1ccccc1C(=O)Nc1cccc(C(C)=O)c1,i,-6.7
O=C(Nc1ncccn1)c1cc(-c2cccc(Br)c2)nc2ccccc12,i,-28.0
CC(C)C(=O)N1CCC(Cc2ccccc2)CC1,i,6.4
Cc1oc2c(C)c(O)ccc2c(=O)c1-c1ccc2ccccc2n1,i,-1.0
O=C(Nc1nnc(C2CC2)s1)C1CCCO1 (configuration not stated),i,5.6
CCCC(=O)Nc1nc(CC(=O)OCC)cs1,i,2.8
O=c1cc(Cc2nnc(SCc3ccccc3)n2-c2ccc(Cl)cc2)[nH]c(=O)[nH]1,i,-6.7
O=C(O)C(O)C(O)c1nc2ccccc2[nH]1 (configuration not stated),i,-6.6
Cc1cccc(CN2CCSc3sccc3C2=O)c1,i,-10.3

# Fetched by structure from the list above:
SMILES,CHT PAM,OX1R antag
O=C(O)C(O)C(O)c1nc2ccccc2[nH]1 (configuration not stated),i,-6.6
CCCCNC(=O)C1CCCN(S(=O)(=O)CC)C1 (configuration not stated),i,-7.8
Cc1cccc(CN2CCN(c3ccccn3)CC2)c1,i,-3.1
O=c1cc(Cc2nnc(SCc3ccccc3)n2-c2ccc(Cl)cc2)[nH]c(=O)[nH]1,i,-6.7
